HSF1 activator – increases HSF-1 driven luciferase reporter signal; activation, % at 9 µM; NIH3T3-HGL HSF-1 luciferase reporter, MG132, 8 h; 100% = twice DMSO control signal; actives 1.7% (n = 300,000);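 active = mean replicate activation of at least 50% with a set share of replicates each reaching 50%; inconclusive = only one of those two conditions met; inactive = mean below 50% and too few replicates reaching it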;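 also: 0% = median of the neutral control wells and 100% = twice that signal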
GSK3B inh – human GSK3beta kinase inhibition | GST-GSK3beta kinase, ADP-Glo luminescence, 60 min; active compounds read low | activity score (negative = inhibition), % at 10 µM | actives 0.038% (n = 300,000);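 active = more than half of replicate wells score below -50%, meaning over 50% inhibition versus plate controls; inconclusive = some replicates but at most half score below -50%; inactive = no replicate scores below -50%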;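 also: 0% = median DMSO wells and -100% = median GW8510 positive control wells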
Target sequence (P49841 whole entry, looked up): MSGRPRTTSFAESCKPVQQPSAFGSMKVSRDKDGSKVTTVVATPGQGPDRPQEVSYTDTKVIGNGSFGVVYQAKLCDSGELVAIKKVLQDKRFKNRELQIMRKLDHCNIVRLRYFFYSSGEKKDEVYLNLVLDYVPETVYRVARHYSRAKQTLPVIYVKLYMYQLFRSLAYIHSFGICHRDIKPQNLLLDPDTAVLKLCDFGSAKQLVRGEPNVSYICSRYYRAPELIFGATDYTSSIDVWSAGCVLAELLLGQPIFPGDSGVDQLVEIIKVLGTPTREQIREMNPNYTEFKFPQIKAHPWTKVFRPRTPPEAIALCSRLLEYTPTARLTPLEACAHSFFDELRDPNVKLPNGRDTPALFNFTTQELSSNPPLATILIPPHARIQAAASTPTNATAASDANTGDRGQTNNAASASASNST
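Test system: GST-fused GSK3beta enzyme, cell-free | Quantity: 1.6 ng GST-GSK3beta enzyme per well | Reagent: 25 µM ATP with peptide substrate | Schedule: 60 min enzyme reaction, room temperature | Signal: Luminescent ADP-Glo measurement of ADP formed | Read-out basis: Score relative to plate controls | Control set: DMSO and 20 µM GW8510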
IEC-6 cytotox – IEC-6 cytotoxicity, counter-screen for KLF5 inhibitors | luminescence viability | inhibition, % at 5 µM | actives 0.78% (n = 290,000); in the data active = inhibition above about 22%;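 also: 0% = plate median of test compound wells and 100% = cytotoxic reference compound wells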
KLF5 inhibitor – suppresses KLF5 promoter-driven expression | DLD-1 KLF5 promoter-luciferase reporter, luminescence | inhibition, % at 5 µM | actives 0.23% (n = 290,000);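 active = inhibition above a per-plate limit of that plate's mean compound inhibition plus 3 SD, cut at about 60% in these data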;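 also: 0% = DMSO wells and 100% = LY294002 at 200 µM; higher means less KLF5 promoter-driven luciferase light; inactives centre near -14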
AI-2 QS mod – modulators of Vibrio harveyi AI-2 quorum sensing system | Vibrio harveyi JMH597 AI-2 luminescence/OD600 ratio, 9 h; active compounds read low; strain lacks LuxN and CqsS sensors; 0 = neutral-control median | activity change, % at 7.5 µM | actives 0.4% (n = 300,000); in the data active = activity change below about -75%, passing the limit was not always enough; inconclusive = no clear call, values can overlap the other calls;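 also: luminescence divided by OD600 gain over 9 h not by final OD600 alone; inactives centre near 13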
HSF1 inh – HSF1 inhibition | activity change, negative = inhibition, % at 7.5 µM (by protocol) | NIH3T3-HGL HSE-luciferase, MG132-induced, luminescence 8 h; active compounds read low | actives 0.77% (n = 300,000);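 active = more than half of replicate wells show activity change below -50%, luminescence cut by over half; inconclusive = some wells, but at most half, below -50%; inactive = no replicate well below -50%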;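 also: luciferase reports HSF-1 transcriptional activity via heat shock element; 0% = median of DMSO wells and -100% = zero luminescence signal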
HIF activator – HIF pathway transcriptional activation. AID 1910. activation, % at 7.5 µM (by protocol). U2OS HRE-luciferase reporter, luminescence; normalized: DMSO 0%, desferrioxamine 100%. actives 0.32% (n = 300,000);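 active = mean activation of at least 10% of the iron chelator positive control signal, with at least half of replicates also reaching 10%; inconclusive = mean and replicate majority disagree about reaching 10%; inactive = mean and most replicates under 10%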
GSK3A inh – human GSK-3 alpha kinase inhibition; P49840; ADP-Glo luminescence, 60 min; inhibition, % at 10 µM; actives 0.1% (n = 320,000); AID 2650;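 in the data active = inhibition above about 50%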;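 also: GST-tagged GSK-3 alpha with peptide substrate and 25 µM ATP; 0% = DMSO neutral wells and 100% = GW8510 positive control wells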
Target sequence (P49840 whole entry, looked up): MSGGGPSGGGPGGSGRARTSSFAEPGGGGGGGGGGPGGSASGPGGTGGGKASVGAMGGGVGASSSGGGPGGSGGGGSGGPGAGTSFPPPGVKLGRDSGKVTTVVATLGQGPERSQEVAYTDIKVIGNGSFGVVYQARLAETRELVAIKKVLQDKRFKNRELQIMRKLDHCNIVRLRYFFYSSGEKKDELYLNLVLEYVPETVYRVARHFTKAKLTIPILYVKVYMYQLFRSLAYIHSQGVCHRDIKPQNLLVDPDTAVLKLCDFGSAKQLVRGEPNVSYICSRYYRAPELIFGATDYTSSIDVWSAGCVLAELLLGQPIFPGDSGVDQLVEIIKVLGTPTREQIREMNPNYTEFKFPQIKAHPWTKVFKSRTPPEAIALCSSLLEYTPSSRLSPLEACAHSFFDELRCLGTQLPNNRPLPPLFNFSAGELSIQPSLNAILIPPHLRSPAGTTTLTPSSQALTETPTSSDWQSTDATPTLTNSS
HSP90 refold inh – blocks HSP90-mediated luciferase refolding in reticulocyte lysate; Rabbit reticulocyte lysate, luciferase refolding luminescence, 3 h; inhibition, % at 5.6 µM; actives 0.91% (n = 290,000);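 active = inhibition above the screen-wide mean plus 3 SD, computed separately per campaign, cut at about 16% in these data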;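 also: 0% = DMSO wells and 100% = 60 µM geldanamycin wells; inhibitors lower the luminescence because luciferase stays unfolded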
aSyn 5UTR inh – 5' untranslated region of α-synuclein, MLPCN primary screen; alpha-synuclein 5'UTR reporter, inhibitor activity; inhibition, % (tested at 7.5 µM); actives 0.82% (n = 300,000); in the data active = inhibition above about 60%; inconclusive = no clear call, values can overlap the other calls;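 also: H4 neuroglioblastoma cells stably carrying SNCA 5'UTR luciferase fusion; 0% = DMSO wells and 100% = positive control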
Numbers without * were called inactive; u = inconclusive; x = no result given.

SMILES	HSF1 activator	GSK3B inh	IEC-6 cytotox	KLF5 inhibitor	AI-2 QS mod	HSF1 inh	HIF activator	GSK3A inh	HSP90 refold inh	aSyn 5UTR inh
COc1ccc(OC)c(S(=O)(=O)N2CCCC(C(=O)N3CCCCCC3)C2)c1 (stereo unspecified)	-1	2	-6	-24	15	2	-0.3	1	-7	14
O=C(NCc1ccc2c(c1)OCO2)c1ccc(NS(=O)(=O)c2ccc3c(c2)OCCO3)cc1	6	4	4	-20	-32	2	0.2	-2	3	-6
COc1ccc(F)cc1C(=O)C1CCCN(Cc2c[nH]c3ccccc23)C1 (stereo unspecified)	-5	-3	-1	-8	13	-7	-0.3	-1	1	-15
Cc1nn(-c2ccccc2)c2sc(C(=O)OCn3nnc4ccccc4c3=O)cc12	3	2	1	-38	20	-2	-2.6	x	1	-53
N#CCCN(/N=C/c1cccnc1)C1=NS(=O)(=O)c2ccccc21	-8	2	-5	-11	5	-3	0.2	x	-2	-22
COC(=O)c1ccc(Nc2cc(C)nc3ccccc23)cc1	8	1	23*	19	20	-8	-0.5	4	3	65*
CN1CCN(c2ccc(NC(=O)CSc3ccccc3)cc2F)CC1	-34	0	5	-184	25	-24	1.0	-4	4	-107
O=C(NC(=S)Nc1ccc(Br)c(Cl)c1)C1CC1	9	-17	-2	34	-31	7	1.2	x	-7	-5
Cn1c(=O)[nH]c(=O)c2c1nc(N1CCCCCC1)n2CCSc1nc2ccccc2o1	13	1	-2	-13	-9	-10	-0.2	-1	1	10
Cc1ccccc1CSCc1nc2ccccc2[nH]1	28	-2	-3	-1	4	9	1.4	0	1	-57
O=C(CN1C(=O)COc2ccccc21)N1CCN(C2CCCCC2)CC1	-6	0	-5	-30	25	-6	0.0	0	-6	3
COc1ccc(C(=O)c2c(NC(C)=O)sc3c2CCN(C(=O)OC(C)(C)C)C3)cc1	26	2	4	-20	17	27	-1.2	0	2	24
CC(=O)Nc1ccc(C(=O)OCc2ccc(F)cc2)cc1	6	2	13	-25	-83*	17	-0.5	-3	-1	16
CN1CCC(OC(=O)COc2ccc(Br)cc2)CC1	9	-3	-1	-16	15	3	0.1	0	-2	5
O=C(Nc1ccccc1F)C(=O)Nc1cccc2ccccc12	48	x	6	-92	x	14	2.3	-3	1	-119
COc1ccc(-n2nc(C(=O)NCC(=O)O)c3ccccc3c2=O)cc1	-58	-2	-2	-37	27	-49	-0.8	-3	-7	12
CC1CCCN(C(=O)CN2CCC(c3nc4ccc(Cl)cc4[nH]3)CC2)C1 (stereo unspecified)	7	2	6	-17	10	4	-0.3	-1	-4	5
O=C(Nc1ccc(C(=O)N2CCCC2)cc1)c1ccccc1Br	23	-4	4	-13	18	0	0.6	8	3	-4
O=C(Cn1cncn1)N/N=C/c1cc([N+](=O)[O-])ccc1O	-8	0	4	-33	25	-9	-0.4	-2	2	-8
Cc1ccc2c(c1)N(CCC(=O)NC1CCCCC1C)C(=O)CO2 (stereo unspecified)	27	-3	-4	19	29	1	-0.2	-4	-2	4
O=S(=O)(NCC(c1cccnc1)N1CCOCC1)c1ccc(Cl)cc1 (stereo unspecified)	-12	1	0	-20	13	3	-0.2	x	4	17
COCCN(C(=O)CCC(=O)Nc1ccccn1)C(C(=O)NC1CCCC1)c1ccc(OC)cc1 (stereo unspecified)	3	1	2	-30	36	-8	-0.7	3	0	23
S=c1[nH]c2ccccc2o1	-24	2	6	-15	-27	-2	-0.3	2	1	-25
Cc1ccc(S(=O)(=O)Nc2cc(C)c(O)c(Sc3n[nH]c(C)n3)c2)cc1	1	-2	-4	-9	14	2	-2.5	-1	1	-9
COc1ccc(CC(=O)N(C)Cc2cccc(F)c2)cc1S(=O)(=O)N1CCOCC1	-14	3	x	x	18	-7	0.0	-1	x	-18
CNC(=O)C(=O)N/N=C/c1cccnc1	5	0	0	-22	12	-7	0.0	-1	-3	-8
COc1cccc(C(=O)Nc2cccc(C(=O)NC3=NN(c4c(Cl)cc(Cl)cc4Cl)C(=O)C3)c2)c1	19	0	1	-1	1	10	0.6	-1	-1	-26
COc1cc(-c2ncc3ccccn23)cc(OC)c1OC	12	0	3	-12	13	13	0.2	-1	5	-2
COC(=O)C1=C(C)N=C2SC(C)C(=O)N2C1/C=C/c1ccccc1 (stereo unspecified)	38	1	-1	-4	29	16	-0.5	1	2	3
COc1cc2cc(C(=O)Nc3ccc4c(c3)OCCO4)[nH]c2cc1OC	-74	0	-5	-4	-3	-72*	0.6	0	36*	12

Pulled one by one from the list above:
SMILES	HSF1 activator	GSK3B inh	IEC-6 cytotox	KLF5 inhibitor	AI-2 QS mod	HSF1 inh	HIF activator	GSK3A inh	HSP90 refold inh	aSyn 5UTR inh
COc1cc(-c2ncc3ccccn23)cc(OC)c1OC	12	0	3	-12	13	13	0.2	-1	5	-2
CNC(=O)C(=O)N/N=C/c1cccnc1	5	0	0	-22	12	-7	0.0	-1	-3	-8
Cc1ccc(S(=O)(=O)Nc2cc(C)c(O)c(Sc3n[nH]c(C)n3)c2)cc1	1	-2	-4	-9	14	2	-2.5	-1	1	-9

Additional results follow.
SMILES	HSF1 activator	GSK3B inh	IEC-6 cytotox	KLF5 inhibitor	AI-2 QS mod	HSF1 inh	HIF activator	GSK3A inh	HSP90 refold inh	aSyn 5UTR inh
Cc1ccc(-c2nn(-c3cc(Cl)ccc3[N+](=O)[O-])c(=O)c3ccccc23)cc1C	-5	-4	-5	2	24	4	-0.8	-1	0	43
CCCC1=[N+](CC(=O)c2ccc(Br)cc2)CCn2cccc21	8	-7	0	20	12	-4	0.1	-3	0	14
Cn1c(COc2ccccc2)nnc1SCC(=O)Nc1ccc(N2CCOCC2)c(Cl)c1	-1	0	3	-10	18	-1	0.0	-2	4	-17
O=C(O)c1cccc(Oc2ccc([N+](=O)[O-])cc2)c1	x	x	0	-9	x	x	x	-5	-2	x
O=c1c2cn[nH]c2[nH]c(=S)n1-c1ccccc1F	3	-2	-6	-8	11	-2	-0.1	2	0	20
S=C1NC2=C(CCCC2=C2SCCCS2)C(c2ccccc2)N1 (stereo unspecified)	3	-1	-4	-6	23	-9	-0.1	-1	-1	-33
O=C(Cc1ccc(Br)cc1)N1CCN(c2ccccc2)CC1	32	1	2	-38	17	32	-1.1	-1	1	-37
CC(C)CNc1nc(Oc2ccc(=O)[nH]n2)nc(N(C)C)n1	-6	0	3	-32	28	-3	1.0	-1	2	3
CCCn1c(C)cc(C(=O)COC(=O)c2c(C)nn(-c3ccccc3)c2C)c1C	-38	2	0	-31	38	-22	0.3	-3	1	-15
CCOC(=O)C(Cc1ccccc1)NC(=O)CCCC(=O)c1ccccc1 (stereo unspecified)	27	-4	-1	-14	1	1	-0.4	0	0	-2
C=CCn1c(SCc2csc(-c3ccc(C)cc3)n2)nnc1-c1ccccc1OC	10	-1	0	-21	9	-2	-0.8	0	4	-23
CC(=O)Nc1ccc(S(=O)(=O)NCCC(=O)Nc2cc(C)ccn2)cc1	-7	3	x	x	18	-7	0.2	9	x	5
Cc1ccc(S(=O)(=O)c2c[nH]c3ccc(Cl)cc3c2=O)cc1	3	2	2	-24	22	7	-0.6	-2	0	18
Cc1ccc(CNC(=O)COC(=O)CSc2cc(C)c(Br)cc2C)cc1	-33	1	-3	-12	47	-19	-0.5	x	-7	-13
O=C(O/N=C/c1cccc([N+](=O)[O-])c1)C1CC1	30	0	-8	-20	21	-3	0.1	-2	-2	15
CC1(C)Oc2ccc(C(=O)N3CCOCC3)cc2N(CC(=O)Nc2ccccc2)C1=O	-7	1	1	-21	-11	0	-0.3	2	5	9
O=C(CSc1nnc(COc2ccc(Cl)cc2)o1)NC1CCCCC1	-5	-2	x	x	12	1	0.2	-2	x	7
CC(=O)c1ccc(C(=O)Nc2nnc(-c3ccc(Cl)cc3)o2)cc1	12	-2	x	x	u	-5	-0.3	0	x	0
COCCCNC(=O)c1cn(-c2cccc(OC)c2)c(=O)c2ccccc12	2	-1	4	-12	-10	1	-21	-2	-4	-16
O=C(CSc1cccc[n+]1[O-])c1cccs1	14	-3	-2	-4	12	-3	0.0	-1	3	-4
CCOC(=O)c1cc(S(=O)(=O)NC2CCN(C(=O)OCC)CC2)cn1C	9	4	0	-7	48	-1	-0.2	-2	4	13
CCc1nc2ccccc2c(C(=O)O)c1C	-18	1	-4	1	19	-2	0.0	-2	-2	-6
CN(C)S(=O)(=O)N(CC(=O)N(Cc1ccccc1)Cc1ccccc1)c1ccccc1	15	0	-1	-7	8	3	-0.5	0	5	15
CCCCN(Cc1ccccc1)C(=O)C1CCN(Cc2sccc2C)CC1	17	1	-2	-14	18	-6	-0.3	1	-1	7
CCCCC(=O)Nc1cccc(NC(=O)c2cccc([N+](=O)[O-])c2)c1	-7	-1	6	-27	11	-3	0.1	-3	-1	23
CCN1/C(=C/c2ccc3ccccc3[n+]2CCCS(=O)(=O)[O-])C=Cc2cc(C)ccc21	-9	-1	6	-9	10	-3	-2.0	3	3	35
Cc1sc2ncn(CC(=O)N3CCCCC3)c(=O)c2c1S(=O)(=O)N1CCC(C)CC1	17	-2	-1	-26	21	10	0.0	0	1	6
Cc1ccc(NC(=S)N(CCN2CCCCC2)Cc2ccco2)cc1C	0	1	-3	-3	14	1	0.7	1	-1	16
O=C(O)c1ccc(NC(CSCc2ccc(F)cc2)C(=O)O)c([N+](=O)[O-])c1 (stereo unspecified)	48	1	-3	-28	13	13	-1.4	3	7	-5
O=C(Nc1nc2ccccc2s1)C1CCN(C(=O)c2ccco2)CC1	9	-1	-1	-31	14	3	1.5	-1	1	-35
Nc1nc2c(s1)CCc1ccccc1-2	-16	-2	4	-54	23	3	1.7	-1	11	-49
COc1cc(C(=S)N2CCCC2)ccc1O	-11	-1	-5	-29	15	-8	0.0	0	-2	5
O=C(Nc1nc2ccc(S(=O)(=O)N3CCCC3)cc2s1)c1ccccn1	10	-1	5	-32	10	5	4.2	0	2	-13
Cc1nc(SC(C(N)=O)c2ccccc2)c(C#N)c(C)c1C (stereo unspecified)	19	2	4	-25	9	-1	1.0	-3	0	-25
Clc1ccc2c(c1)nc1n2CCCC1	11	0	0	-19	14	-3	-0.3	1	0	2
CCC1=C(OC(=O)N(CC)CC)N2C(=O)OC(=NCC3CC3)[C@]2(C)[C@H]2C1=CC[C@H]1C(=O)NC(=O)[C@H]12	0	1	x	x	-3	-9	-0.1	1	x	-12
CCOc1ccc(S(=O)(=O)N2CCOCC2)cc1NC(=O)CSC(=S)N1CCCC1	-21	3	x	x	4	-6	0.9	-2	x	2
O=[N+]([O-])c1ccc(S(=O)(=O)N2CCN(Cc3ccco3)CC2)cc1	6	-1	-1	5	19	-1	-0.6	-2	6	-1
Cn1nc(C(=O)N2CCN(c3ccc(F)cc3)CC2)c2c1-c1ccccc1S(=O)(=O)C2	-5	-2	2	-42	13	1	0.3	-3	-3	12
